From PubChem BioAssay
NPYLR7 ag – activates Aedes aegypti NPYLR7 receptor | 270,000 compounds, 0.15% hits | activation, % at 10 µM | HEK293T NPYLR7/Galpha15, GCaMP6s calcium fluorescence; in the data active = activation above about 40%;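 also: 0% = vehicle and 100% = reference agonist at the receptor; some compounds past the cut are filed as inactive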
mcGAS inh – mouse cGAS inhibition by luminescence | Q8C6L5 | recombinant cGAS, Kinase-Glo ATP depletion luminescence | inhibition, % at 12.5 µM | 160,000 compounds, 0.15% hits;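 also: 0% = negative control wells and 100% = reference inhibitor with no enzyme activity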
hcGAS lum – human cGAS inhibition | inhibition, % at 12.5 µM | recombinant h-cGAS, ATP depletion, Kinase-Glo luminescence | Q8N884 | 290,000 compounds, 0.081% hits;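 also: 0% = vehicle reaction and 100% = reaction without DNA for no activity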
Target sequence (Q8N884 whole entry, looked up): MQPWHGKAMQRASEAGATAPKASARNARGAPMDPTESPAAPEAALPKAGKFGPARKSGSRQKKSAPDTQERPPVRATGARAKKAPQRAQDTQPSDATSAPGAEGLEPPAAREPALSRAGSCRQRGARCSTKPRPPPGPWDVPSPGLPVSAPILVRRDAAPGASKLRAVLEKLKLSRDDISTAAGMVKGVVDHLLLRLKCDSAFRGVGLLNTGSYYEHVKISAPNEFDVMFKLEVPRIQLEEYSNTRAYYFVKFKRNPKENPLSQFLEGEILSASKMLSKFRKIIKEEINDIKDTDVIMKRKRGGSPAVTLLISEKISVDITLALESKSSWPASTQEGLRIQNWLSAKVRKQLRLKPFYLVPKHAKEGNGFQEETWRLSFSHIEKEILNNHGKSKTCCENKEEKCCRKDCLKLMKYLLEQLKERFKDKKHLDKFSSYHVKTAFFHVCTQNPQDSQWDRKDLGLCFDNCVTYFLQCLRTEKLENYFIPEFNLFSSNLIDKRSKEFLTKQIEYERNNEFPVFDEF
The depositor's hits bear a star; / = not tested or not shown; & = joins results of further samples. Rule as the data show it, unless noted: active = inhibition above about 40%; inactive = the rest.

1) Clc1ccc2nc(SCCC3CCCCC3)[nH]c2c1
2) COC(=O)c1ccccc1C(=O)c1ccccn1
3) Cc1ccc(C(C)NC(=O)c2cccnc2SC(F)(F)F)o1 (centres undefined)
4) CC(NC(=O)CCl)c1ccc2c(c1)OCCO2 (centres undefined)
5) CN(C)c1nc(N)nc(COc2ccc(C#N)c(F)c2)n1
entry no.,1,2,3,4,5
NPYLR7 ag,0,-6,17,20,-7
mcGAS inh,/,/,-17,-4,/
hcGAS lum,-8,-3,-7,-5,-14

6) COC(=O)c1ccccc1Nc1nc(-c2ccccc2)cc(-c2ccc(C)cc2)n1
7) CCCCOc1ccc(C(=O)N(CCC)CC(=O)N2CC(=O)N(c3cccc(Cl)c3)C2)cc1
8) Cc1cccc(CC(=O)Nc2cnn(-c3cccc(C(=O)N4CC5C[C@@H]6CC4C[C@H](C5)C6)c3)c2)c1
9) Cc1nn(C)c(C)c1C(=O)N1C[C@@H](CO)[C@H](N(C)C)C1
10) CC(=O)N1CCc2sc(C(=O)N3CCN(C4CCCCC4)CC3)cc2C1
entry no.,6,7,8,9,10
NPYLR7 ag,-1,-8,17,/,/
mcGAS inh,-4,-6,-12,-5,-6
hcGAS lum,-2,-8,-8,-12,-12

11) CCNC1=C(C(=O)Nc2ccccc2)S(=O)(=O)c2ccccc21
12) O=C1c2cccnc2OC(CN2CCOCC2)CN1CCOc1ccccc1 (centres undefined)
13) CC(C)c1onc(C(=O)NC2CCCCC2)c1[N+](=O)[O-]
14) CC1=C(C(=O)Nc2ccccc2Cl)C(c2cccc3ccccc23)NC(=O)N1 (centres undefined)
15) Cc1c(C)n2c3c(=O)n(CCCc4ccccc4)c(=O)n(C)c3nc2n1C
entry no.,11,12,13,14,15
NPYLR7 ag,2,-6,2,-1,-1
mcGAS inh,/,-9,-2,-5,/
hcGAS lum,-7,-4,-1,-3,-8

16) COc1cccc2cc(C(N)=O)c(=Nc3ccc(C(F)(F)F)cc3)oc12
17) C=CCNC(=O)C(C)N1CCC(NC(=O)CC2CCCC2)CC1 (centres undefined)
18) COc1ccc(C(=O)Nc2c(Cl)cc(Cl)cc2C(=O)N2CCCC2)cc1
19) CCCc1cc(-n2ccnc2C)n2ncc(-c3ccccc3)c2n1
20) Cc1ccc(N(CCCCN2C(=O)c3ccccc3C2=O)C(=O)c2ccccc2C)cc1
entry no.,16,17,18,19,20
NPYLR7 ag,-5,10,-4,18,23
mcGAS inh,-6,-15,/,-6,-7
hcGAS lum,0,-8,0,-6,-6

21) COc1ccc2nc(CCN(C)C(=O)C3CC4(CCNCC4)CN3)[nH]c2c1 (centres undefined)
22) CCCCc1cc(-c2n[nH]c(=S)o2)c2ccccc2n1
23) CCCNC(=O)C1(C)CCCN(Cc2ccc(C)cc2)C1 (centres undefined)
24) CCCCCCCCn1c(=O)c2c(nc3n2CCN3c2ccccc2)n(C)c1=O
25) COc1cc(C(=O)N2CCOC(COCc3ccccc3F)C2)cc(OC)c1C (centres undefined)
entry no.,21,22,23,24,25
NPYLR7 ag,2,-3,-3,7,3
mcGAS inh,/,/,0,-7,-7
hcGAS lum,3,4,2,-8,-9

26) Cc1ccnc(Sc2nc3c(c(=O)[nH]c(=O)n3C)n2CCCc2ccccc2)n1
27) COC(=O)c1cc2n(n1)CCCN(C(=O)c1ccc(C)c(N3CCNC3=O)c1)C2
28) CCOCCn1ccc2c(NC(=O)CCCC(=O)OC)c(OC(=O)N(CC)CC)ccc21
29) CC(C)c1cccc(C(C)C)c1NC(=O)NCC1CCN(c2nc(Cc3ccc(F)cc3)ns2)CC1
30) Cc1cc(C)n(CCC(=O)N2CCC(Cc3nc(C4CCOCC4)no3)CC2)n1
entry no.,26,27,28,29,30
NPYLR7 ag,1,18,3,1,/
mcGAS inh,/,/,-5,-3,-3
hcGAS lum,-8,-7,-7,-8,-2

Brought forward from above: 4 entries, followed by the next part.
27) COC(=O)c1cc2n(n1)CCCN(C(=O)c1ccc(C)c(N3CCNC3=O)c1)C2
28) CCOCCn1ccc2c(NC(=O)CCCC(=O)OC)c(OC(=O)N(CC)CC)ccc21
29) CC(C)c1cccc(C(C)C)c1NC(=O)NCC1CCN(c2nc(Cc3ccc(F)cc3)ns2)CC1
30) Cc1cc(C)n(CCC(=O)N2CCC(Cc3nc(C4CCOCC4)no3)CC2)n1
31) COc1ccc2c(c1)N(Cc1cccc(C(N)=O)c1)CC(C)O2 (centres undefined)
32) CCc1[nH]c2c(CNc3nccc(N4CCC(O)C4)n3)cc(C)cc2c1C (centres undefined)
33) Cc1ccccc1-n1c(SCc2ccc(Br)cc2)nnc1-c1cccnc1
34) O=C1NCC2(CCCN(C(=O)c3[nH]cnc3-c3ccccc3)C2)O1 (centres undefined)
35) CC(=O)Oc1cccc(C(=O)N2CCC(Cc3ccc(C(F)(F)F)cc3)CC2)c1C
entry no.,27,28,29,30,31,32,33,34,35
NPYLR7 ag,18,3,1,/,-5,8,/,11,17
mcGAS inh,/,-5,-3,-3,/,-6,-6,-15,-5
hcGAS lum,-7,-7,-8,-2,-4,-2,-3,-8,-4

36) CCCCN(C(=O)c1cc(C(F)(F)F)cc(C(F)(F)F)c1)C(C)c1nc2ccccc2c(=O)n1-c1ccccc1OCC (centres undefined)
37) CN(C)c1nc2c(c(=O)[nH]1)CCN(C(=O)CCc1cc(Cl)no1)C2
38) CCC(C)n1cc(/C=C2/C(=O)NC(=O)N(c3ccc4c(c3)OCO4)C2=O)c2ccccc21 (centres undefined)
39) CCc1ncc(C(=O)N2CCN(Cc3ccc(Cl)cc3)CC2)[nH]1
40) COC(=O)C(Cc1ccccc1)NC(=O)c1c(C)oc(C)c1-c1ccc(Cl)cc1 (centres undefined)
entry no.,36,37,38,39,40
NPYLR7 ag,-10,11,52*,7,-2
mcGAS inh,0,-16,/,-7,-5
hcGAS lum,3,-1,0,-13,-5

41) CCCCCCc1ccc(C(=O)N2CCc3nc(-c4ccccc4)nc(N4CCN(CC)CC4)c3C2)cc1
42) Nc1cc(-c2cccs2)c(Br)s1
43) COCCNc1nc2cc(-c3ccccc3OC)sc2c(=O)n1C
44) CCC(Sc1ccc2nnc(CCNS(=O)(=O)c3ccc(OC)cc3)n2n1)C(=O)OC (centres undefined)
45) Fc1cccc(C2c3cccn3CCCN2Cc2cccc(Cl)c2)c1 (centres undefined)
entry no.,41,42,43,44,45
NPYLR7 ag,-1,-5,6,3,10
mcGAS inh,-6,/,/,-9,-6
hcGAS lum,-10,2,-14,-4,-6

Record cards (already shown). Order of screens: NPYLR7 ag	mcGAS inh	hcGAS lum
`CCC(Sc1ccc2nnc(CCNS(=O)(=O)c3ccc(OC)cc3)n2n1)C(=O)OC` (centres undefined) as listed: 3	-9	-4
`COCCNc1nc2cc(-c3ccccc3OC)sc2c(=O)n1C` as listed: 6	/	-14
`Fc1cccc(C2c3cccn3CCCN2Cc2cccc(Cl)c2)c1` (centres undefined) as listed: 10	-6	-6
`CCCCCCc1ccc(C(=O)N2CCc3nc(-c4ccccc4)nc(N4CCN(CC)CC4)c3C2)cc1` as listed: -1	-6	-10

Remaining list, next part.
46) CN1CCN2CCN(Cc3nc4c(s3)CCCC4)CC2C1=O (centres undefined)
47) COc1cc(OC)cc(C(=O)N2CCC(n3c(=O)[nH]c4ccccc43)CC2)c1
48) CCOc1ccc(Oc2cc(NC(=O)Cn3cnc([N+](=O)[O-])n3)cc(Oc3cccc(C)c3)c2)cc1
49) COc1cccc(NC(=O)Nc2ccc(Nc3ccc(-n4cccn4)nn3)cc2)c1
50) N#Cc1c2c(c(N3CCCC3)n3c1nc1ccccc13)CCCC2
entry no.,46,47,48,49,50
NPYLR7 ag,-4,19,-7,-3,2
mcGAS inh,/,-6,/,-6,/
hcGAS lum,-6,-5,-5,-3,-4

51) CCn1cc(C(CC(=O)N2CCN(C/C=C/c3ccccc3)CC2)c2cccc(C)c2)c2ccccc21 (centres undefined)
52) COc1ccc(C(=O)Cn2cnc3c(nnn3-c3cccc(C)c3)c2=O)cc1
53) Cc1nnnn1-c1cccc(NC(=O)NC2CCC(C)CC2)c1 (centres undefined)
54) CCc1cccc2c(C(CC(=O)NCCOC)c3cccc(F)c3)c[nH]c12 (centres undefined)
55) CCOCCCN(CC(=O)N1CCc2sccc2C1c1ccccc1C)C(=O)c1ccccc1F (centres undefined)
entry no.,51,52,53,54,55
NPYLR7 ag,22,-6,2,16,-4
mcGAS inh,-4,-8,-6,-6,-6
hcGAS lum,-8,-6,-5,-12,-7

56) CC(C(=O)Nc1ccnn1C(C)c1cc(Cl)ccc1Cl)n1cncn1 (centres undefined)
57) Cc1ccc(OCC(O)Cn2c(C)nc3sc4c(c3c2=O)CCC4)cc1 (centres undefined)
58) CCC(=O)NCC(C)(C)CC(C)C
59) N#Cc1cccnc1Sc1ccc(Br)cc1
60) CN1CCN(C(=O)[C@H]2C[C@H](C(=O)O)CN(Cc3cccnc3)C2)CC1
entry no.,56,57,58,59,60
NPYLR7 ag,18,11,17,2,5
mcGAS inh,/,/,/,/,/
hcGAS lum,-11,-5,-8,-10,-5

61) COCCNC(=O)C(C1CCCC1)N1CCN(C(=O)c2ccc(F)cc2)CC1 (centres undefined)
62) CCc1nc(COc2cc(Cl)cc(Cl)c2)no1
63) O=C1NCCN1C1CCCN(c2ccc3nnc(C(F)(F)F)n3n2)C1 (centres undefined)
64) CCCCSc1nnc(NC(=O)Cc2ccccc2)s1
65) CC(C)(CNC(=O)CC1C(=O)NCCN1Cc1cccc(F)c1F)N1CCOCC1 (centres undefined)
entry no.,61,62,63,64,65
NPYLR7 ag,-5,-2,-2,-4,-1&8
mcGAS inh,-5,/,0,-6,/
hcGAS lum,-3,-6,8,-7,5&8

66) CCC1CCCCN1C(=O)C(C)OC(=O)c1ccc(-c2ccc(O)cc2)cc1 (centres undefined)
67) Cc1cccc(C)c1N1CCC(C(=O)Nc2ccc(C(F)(F)F)cc2)C1=O (centres undefined)
68) Cc1cc(C)n(-c2ccc(C(=O)N3CCN(C)CC34CCCCC4)cc2F)n1
69) CCc1nccn1CCC(=O)N1CCCC(Nc2ccc(C(C)C)cc2)C1 (centres undefined)
70) Cc1nn(C)cc1C(=O)NCC(C)Oc1ccc(Cl)cc1 (centres undefined)
entry no.,66,67,68,69,70
NPYLR7 ag,-1,/,-2,2,-23
mcGAS inh,/,-6,-14,/,/
hcGAS lum,3,-6,-8,-10,-3

71) Cc1cc(OS(=O)(=O)c2c(C)nn(C)c2Cl)c(C(C)C)cc1Cl
72) O=C(c1ccc(-c2cc(-c3cccc4c3OCCO4)[nH]n2)cc1)N1CC=C(c2ccccc2)CC1
73) Cc1nn(-c2ccccc2)c2nc(Cc3ccccc3)nc(N3CCN(C(=O)c4ccc(Br)cc4)CC3)c12
74) C=CCn1c(SCC(=O)N2CCOCC2)nnc1-c1cc(OC)cc(OC)c1
75) CC(=O)c1cccc(S(=O)(=O)N2CCC(C(=O)Nc3cccc(Cl)c3F)CC2)c1
entry no.,71,72,73,74,75
NPYLR7 ag,-5,-1,/,-3,0
mcGAS inh,/,-8,-1,-8,/
hcGAS lum,-8,-7,1,-7,-12

76) CCN(CCn1cccn1)C(=O)c1cn(Cc2cccc(C(F)(F)F)c2)nn1
77) O=C(NC1CCCCC1)C1(CCO)CCN(c2ncccn2)C1 (centres undefined)
78) Cc1csc(NC(=O)CSc2nc(=O)n(CCCN3CCOCC3)c3c2CCCC3)n1
79) CC(=O)Nc1c(-c2cc(C)cc(C)c2)nc2ccccn12
80) Cc1nccn1-c1cc(N2CCN(S(=O)(=O)Cc3ccccc3)CC2)ncn1
81) COCCN(CC(=O)N(CCc1ccc(OC)c(OC)c1)Cc1sccc1C)C(=O)c1cccc(Cl)c1
82) CCOC(=O)C1=C(CN2CCCN(C(=O)COC)CC2)N(C)C(=O)NC1c1ccc(C)cc1C (centres undefined)
entry no.,76,77,78,79,80,81,82
NPYLR7 ag,4,/,-2,-3,-17,-1,/
mcGAS inh,/,-4,-8,-8,-2,-6,-2
hcGAS lum,-7,-3,-11,-9,4,-9,0
